PLK1 PBD block = inhibitors of human PLK1 polo-box domain binding; P53350; Plk1 PBD binding of FITC phosphopeptide, fluorescence polarization; Potency, µM, for inactives: max response, negative = inhibition, usual class: inhibitors; 360,000 compounds, 2.8% hits; note: potency is the fitted concentration of half-maximal effect; series mostly up to about 57 µM; % is set by controls: 0 for no effect and ±100 for the full control effect; nearly all actives have a fitted effect of over 65% in size
Target sequence (P53350 whole entry, looked up, the tested form may be a part): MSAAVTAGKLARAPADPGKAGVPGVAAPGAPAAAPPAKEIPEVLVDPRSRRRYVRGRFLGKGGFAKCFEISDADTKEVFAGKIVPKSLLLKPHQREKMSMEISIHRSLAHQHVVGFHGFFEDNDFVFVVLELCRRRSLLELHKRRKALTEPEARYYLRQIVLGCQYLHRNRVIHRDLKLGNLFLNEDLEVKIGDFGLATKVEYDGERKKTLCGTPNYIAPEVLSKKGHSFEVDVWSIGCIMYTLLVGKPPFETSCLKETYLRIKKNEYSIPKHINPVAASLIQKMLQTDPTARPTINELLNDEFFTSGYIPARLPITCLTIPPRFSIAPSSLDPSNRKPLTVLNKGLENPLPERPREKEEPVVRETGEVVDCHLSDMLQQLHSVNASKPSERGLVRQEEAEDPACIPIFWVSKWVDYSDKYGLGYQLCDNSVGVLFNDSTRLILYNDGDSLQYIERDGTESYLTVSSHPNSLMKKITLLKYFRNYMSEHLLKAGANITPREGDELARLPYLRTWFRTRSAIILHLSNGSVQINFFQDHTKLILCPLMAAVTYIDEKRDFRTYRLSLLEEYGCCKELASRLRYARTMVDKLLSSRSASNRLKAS
IL2 activator = IL-2 activation | 360,000 compounds, 0.065% hits | activation, % (series mostly up to about 46 µM) | IL-2 activation reporter assay, cell-based qHTS; stimulated with anti-CD3/CD4/CD28 beads; in transgenic mouse T cells; in the data active = activation above about 50%; inconclusive = mostly about 30% to 49%; note: 0% is about no effect
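Readout is EGFP and DsRed signal by fluorescent plate cytometry after 18 h at 37 degrees C. Transgenic mouse T cells (750/well) received compound for 60 min before bead stimulation (anti-CD3, anti-CD4, anti-CD28); memory T cells served as non-tolerant control.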
DRD3 agonist = activates the human D3 dopamine receptor; P35462; D3R DiscoveRx beta-arrestin cells, luminescence, 90 min; max activation, %; 410,000 compounds, 0.58% hits; AID 652048; in the data active = max activation above about 30%; note: 0% is about no effect; mostly tested at two doses, the higher about 12 µM
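Agonist mode: compounds and dopamine controls were applied to plated cells for 90 min at 37 degrees C after an overnight attachment at 1500 cells/well. Luminescent read-out followed 30 - 60 minutes at room temperature with DiscoveRx detection reagent.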
PI5P4Ka inh = PI5P4K alpha (human) kinase inhibition; P48426; PI5P4Kalpha enzyme, ADP-Glo luminescence, 60 min; active compounds read low; max response, %; 330,000 compounds, 1.2% hits; active = max response of -50% or lower; inconclusive = between -30% and -50%; inactive = -30% or higher; note: value at the top dose of about 77 µM; % is set by controls: 0 for no effect and ±100 for the full control effect
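qHTS, 1536-well: enzyme/substrate mix, compound by pin tool, 5 microM ATP final; RT 60 min; ADP-Glo reagents 1 (45 min) then 2 (30 min); luminescence.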
GLP1R ag = agonists of human GLP-1 receptor; P43220; HEK293 GLP-1R CRE-luciferase, luminescence, 4-6 h; cells express a hypersensitive GLP-1R form; Potency, µM (doses to about 45.6 µM), inactives show top-dose activation, usual class: activators; 380,000 compounds, 0.007% hits; AID 624172; note: potency is the fitted concentration of half-maximal effect; % of control where 0% means no effect
Target sequence (P43220 whole entry, looked up): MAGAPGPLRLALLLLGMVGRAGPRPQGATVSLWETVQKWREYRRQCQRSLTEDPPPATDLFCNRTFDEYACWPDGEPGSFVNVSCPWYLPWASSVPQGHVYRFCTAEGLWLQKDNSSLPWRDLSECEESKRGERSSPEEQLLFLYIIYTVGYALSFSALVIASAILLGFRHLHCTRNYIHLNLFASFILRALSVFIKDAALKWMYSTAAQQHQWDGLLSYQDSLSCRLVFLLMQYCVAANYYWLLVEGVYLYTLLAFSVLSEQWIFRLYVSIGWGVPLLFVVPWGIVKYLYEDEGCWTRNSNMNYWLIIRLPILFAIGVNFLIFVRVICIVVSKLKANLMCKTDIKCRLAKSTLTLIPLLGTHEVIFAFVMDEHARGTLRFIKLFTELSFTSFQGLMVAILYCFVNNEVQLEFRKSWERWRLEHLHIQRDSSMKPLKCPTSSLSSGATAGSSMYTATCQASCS
GLP-1R inv ag = GLP-1 receptor (human) inverse agonism | HEK293 GLP-1R CRE-luciferase, luminescence, 24 h; GLP-1R form is constitutively active | Potency, µM (series often up to 38.3 µM), for inactives: at the top dose activity change, negative = inhibition, hits mostly inhibitors | 410,000 compounds, 1.6% hits | AID 624417; note: potency is the fitted concentration of half-maximal effect; % is set by controls: 0 for no effect and ±100 for the full control effect; nearly all actives have a fitted effect of over 55% in size
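Using stably transfected HEK293 (constitutively active GLP-1R, cAMP-luciferase reporter), compounds were incubated 24 hr and luciferase measured by luminescence.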
WRN helicase inh = inhibitors of human WRN helicase. Potency, µM (highest dose often 114 µM), for inactives: top-dose activity change, negative = inhibition, actives largely listed as inhibitors. WRN helicase unwinding, fluorescent forked duplex, kinetic. Q14191. 360,000 compounds, 0.46% hits; note: potency is the fitted concentration of half-maximal effect; % is set by controls: 0 for no effect and ±100 for the full control effect; nearly all actives have a fitted effect of over 55% in size
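Kinetic fluorescence helicase assay: unwinding of a quenched forked DNA duplex (100 nM final) with 2 mM ATP final raises red fluorescence (525/598 nm). Compounds sat 15 min at room temperature with 20 nM WRN beforehand.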
D3 antag = blocks the human D3 dopamine receptor | 360,000 compounds, 2.5% hits | D3R cells, DiscoveRx beta-arrestin luminescence, antagonist mode; active compounds read low | max response, negative = inhibition, % | AID 652054; in the data active = max response below about -50%; inconclusive = no clear call, values can overlap the other calls; note: % is set by controls: 0 for no effect and ±100 for the full control effect; mostly tested at two doses, the higher about 12 µM
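Cells plated overnight at 1500 cells/well, then exposed to library compounds with dopamine controls for 90 minutes at 37 degrees C. DiscoveRx reagent added for 30–60 minutes at room temperature; luminescence read, quantitative HTS format.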
HEK293 tox = cytotoxic in the GLP-1 receptor inverse agonist counter-screen. 410,000 compounds, 0.13% hits. HEK293 cAMP-luciferase reporter cells, luminescence, 24 h. Potency, µM (highest dose often 38.3 µM), for the others: top-dose activity change, negative = inhibition, most hits filed as inhibitors. AID 624418;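 note: loss of luciferase light is scored as toxicity; potency is the fitted concentration of half-maximal effect; % is set by controls: 0 for no effect and ±100 for the full control effect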
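A 23 nL compound transfer followed 12 hours of cell culture at 37 deg C; exposure then lasted 24 hr. Luciferase assay detection reagent was dispensed and plates read for luminescence after a 12 min room-temperature wait.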
* marks the source's active call; other numbers are inactive results; ? = inconclusive; . = not tested or not shown; [ ] = dose if it differs, or a comment. Unless noted, calls come from the whole dose curve; as a rule, active = well fitted curve in the direction sought with a large enough effect; inconclusive = small, poorly fitted or top-dose-only effect, or another doubt; inactive = no such curve, though single readings can be large; an effect the other way counts as inactive or inconclusive. Hits appear at their usual frequency; any-hit rate near 7.8%.

Every second line gives: PLK1 PBD block	IL2 activator	DRD3 agonist	PI5P4Ka inh	GLP1R ag	GLP-1R inv ag	WRN helicase inh	D3 antag	HEK293 tox
COc1ccccc1OCC(=O)OCC(=O)Nc1ncc(Cl)cc1Cl
 : -9%	-0.3	-5	-10	-2%	12%	?	-11	-1%
O=C(NCCN1CCCCCC1)C1CC(=O)N(CCc2ccccc2)C1 (stereo unspecified)
 : -3%	-0.3	-3	5	3%	18%	1%	-19	-15%
CN(C)S(=O)(=O)c1cccc(NC(=S)NCCc2ccccn2)c1
 : -5%	-0.3	-1	2	-6%	15%	-4%	4	4%
CC(C)Cc1nnc(NC(=O)CCS(=O)(=O)c2ccc(Cl)cc2)s1
 : ?	-5.7	0	-4	-11%	-20%	-19%	-1	?
CCN(CC)C(=O)c1cn(CCC#N)nc1-c1ccc2c(c1)OCCO2
 : -7%	-1.6	-3	-1	14%	58%[activator]	2%	29	-2%
COc1ccc(F)cc1C(=O)C1CCCN(Cc2cccn2-c2ccccn2)C1 (stereo unspecified)
 : -19%	-0.7	-26	1	11%	?	0%	?	?
COc1ccc(CCNC(=O)c2cc(S(=O)(=O)N3CCC4(CC3)OCCO4)ccc2F)cc1OC
 : 13%	-3.0	18	0	12%	7%	-3%	21	2%
CCOc1ccc(C(=O)N/N=C/c2ccccc2[N+](=O)[O-])cc1
 : -2%	-3.5	-13	0	5%	-16%	-7%	-17	?
CNc1nc(-c2ccc3c(c2)CCN3C(=O)c2cccc(F)c2)cs1
 : -10%	-2.3	4	-13	22%	?	-4%	14	-24%
CC1(C)N=C(N)N=C(N)N1c1ccc(OCC(=O)N2CCOCC2)cc1
 : -16%	-1.5	0	-1	13%	6%	3%	-4	5%
CSCCC(NC(=O)OC(C)(C)C)C(=O)Oc1ccc2c(=O)c(-c3ccc4c(c3)OCCO4)coc2c1 (stereo unspecified)
 : -10%	-0.6	-8	-1	-12%	-23%	-7%	-3	2%
CCCCNC(=O)C1(C)CCN1C(=O)c1cc2ccccc2s1 (stereo unspecified)
 : 1%	-0.1	4	-1	-5%	?	-7%	26	0%
CC1(C(=O)NCc2ccc3c(c2)OCO3)CCN1C(=O)CCc1ccc(Cl)cc1Cl (stereo unspecified)
 : -5%	-0.5	15	-2	10%	?	-8%	24	-6%
O=C(OCC(=O)N1CCCc2ccccc21)c1ccc(Cl)nc1
 : -11%	-2.5	-5	4	-3%	7%	2%	-3	20%
Cc1ccc(N2CC(=O)N(NC(=O)Nc3ccc(Cl)c(Cl)c3)CC2=O)cc1
 : -1%	-2.3	7	-3	11%	1%	-1%	-9	9%
CCn1c2ccccc2c2cc(C#N)c(N)nc21
 : -7%	0.6	4	-5	28%	73%[activator]	7%	8	4%
CCN(CCCNC(=O)CC(C(=O)N1CCc2ccccc21)n1ccnc1)c1cccc(C)c1 (stereo unspecified)
 : -10%	0.6	-7	.	-6%	0%	-7%	-15	-20%
COC(=O)CNC(=O)c1ccccc1[N+](=O)[O-]
 : -3%	0.1	-1	.	1%	4%	-10%	16	5%
CCCCCCc1cc2cc(C(=O)OCC)c(=O)oc2cc1O
 : 0%	-0.8	4	-2	-9%	4%	5%	5	71%[activator]
N#CCCN(C(=O)COC(=O)c1cc(S(=O)(=O)N2CCOCC2)ccc1Cl)c1ccc(F)cc1
 : -3%	0.8	4	-7	-1%	7%	12%	-5	-3%

Profiles, quoted from the list. Order of screens: PLK1 PBD block, IL2 activator, DRD3 agonist, PI5P4Ka inh, GLP1R ag, GLP-1R inv ag, WRN helicase inh, D3 antag, HEK293 tox
Results for `COc1ccccc1OCC(=O)OCC(=O)Nc1ncc(Cl)cc1Cl` = -9%, -0.3, -5, -10, -2%, 12%, ?, -11, -1%
Results for `CCOc1ccc(C(=O)N/N=C/c2ccccc2[N+](=O)[O-])cc1` = -2%, -3.5, -13, 0, 5%, -16%, -7%, -17, ?
Results for `O=C(OCC(=O)N1CCCc2ccccc21)c1ccc(Cl)nc1` = -11%, -2.5, -5, 4, -3%, 7%, 2%, -3, 20%

Later entries
Every second line gives: PLK1 PBD block	IL2 activator	DRD3 agonist	PI5P4Ka inh	GLP1R ag	GLP-1R inv ag	WRN helicase inh	D3 antag	HEK293 tox
Cc1cc(C)c(OCC(=O)OCC(=O)NC2CCCCCCC2)c(C)c1
 : -10%	-2.7	-2	20	-1%	13%	-3%	3	0%
COC(=O)c1sccc1OCc1cccc(OC)c1
 : -8%	-2.1	-2	-3	-1%	11%	-4%	-4	1%
CCn1c(SCC(=O)NCc2cccs2)nc2c1c(=O)n(C)c(=O)n2C
 : -4%	-1.9	8	.	-7%	?	10%	-29	-12%
CCC1(C)NC(=O)N(CC(=O)Nc2sc3c(c2C(=O)OC)CCCCC3)C1=O (stereo unspecified)
 : -23%	-2.7	-1	-18	16%	?	-20%[57.1 µM]	3	2%
CCOc1ccc(CNC(=S)N/N=C\c2ccc([N+](=O)[O-])cc2)cc1
 : 1%	-5.4	-3	-1	-5%	0%	-11%	-27	?
C=CCn1c2ccccc2c2nnc(SC(CC)C(=O)Nc3sc4c(c3C#N)CCCC4)nc21 (stereo unspecified)
 : -9%	1.2	4	1	9%	26%	-25%	-22	-7%
[O-][n+]1onc2c3ccnnc3ccc21
 : -11%	0.8	-14	5	1%	13%	7%	22	4%
O=[N+]([O-])c1cc(C(F)(F)F)ccc1NN=C1CCCC1
 : -9%	-0.1	-11	9	1%	39%[activator]	-1%	-10	20%
CCOC1C(=O)NC(=O)N1Cc1ccccc1 (stereo unspecified)
 : -17%	-4.0	3	-6	-3%	18%	9%	-14	9%
COc1ccc(S(=O)(=O)CCC(=O)NCCc2cccc(C)c2)cc1
 : -9%	-1.2	14	.	18%	0%	-6%	-5	5%
CCCC(=O)Nc1c(-c2ccccc2)c(=O)c(C)nn1-c1ccc(C)cc1
 : -9%	-0.3	3	-5	-4%	-9%	0%	0	-6%
CCn1c(N2CCN(C(=O)c3ccco3)CC2)nc2ccccc21
 : -4%	-0.2	-3	4	-8%	3%	-8%	12	-9%
Cc1ccc(S(=O)(=O)Nc2cccc(C(=O)NCC3CCCO3)c2)cc1F (stereo unspecified)
 : -13%	-1.1	10	5	0%	-5%	16%	29	-3%
N#CCCN(C(=O)COC(=O)c1nc(Cl)ccc1Cl)c1ccccc1
 : -8%	-0.5	-4	1	-15%	12%	-6%	4	13%
O=C(Nc1ccc(F)cc1)C(c1ccccc1)N1CCN(C(=O)c2ccco2)CC1 (stereo unspecified)
 : -7%	-3.6	-1	-3	6%	-27%	-10%	9	-13%
CC1CC(C)(C)CC2(C1)NC(=O)N(CC(=O)NC1CCCc3ccccc31)C2=O (stereo unspecified)
 : -13%	0.0	-3	-4	-4%	-22%	-1%	-17	18%
Cn1c(C(O)c2ccc(Br)cc2)nc(Cl)c1Cl (stereo unspecified)
 : -5%	2.6	-1	0	7%	?	-6%	10	7%
C(#Cc1ccccc1)CN1CCOCC1
 : -5%	-0.2	-5	-2	0%	-11%	-13%	1	-2%
Cn1c(C(=O)N2CCN(c3ccccc3)CC2)cc2cc(Cl)ccc21
 : 0%	0.5	-5	-7	2%	-8%	2%	-3	4%
Nc1nc(COc2ccc(Cl)cc2)cs1
 : ?	-1.6	10	-6	19%	-24%	-7%	2	-27%
CC[C@]12c3[nH]c4ccc(Cl)cc4c3CCN1C(=O)[C@@H](CC(=O)NCCCOC)C[C@@H]2C(=O)N1CCN(C(=O)C2CC2)CC1
 : -6%	0.2	-15	0	-5%	7%	7%	0	1%
CCCC1NC(=O)c2cc3ccccc3cc2-n2c1nc1cc(F)ccc1c2=O (stereo unspecified)
 : -12%	-3.0	3	-3	23%	?	-7%	-5	-11%
COc1ccc(NC(=O)c2ccco2)c(OC)c1
 : -9%	0.2	-7	4	19%	5%	-7%	19	8%
NS(=O)(=O)c1ccc(NC(=O)c2cc(-c3ccccc3O)n[nH]2)cc1
 : 0%	0.4	4	6	2%	9%	-12%	8	7%
Cc1ccc(-n2ncc3c(N4CCCC(C)C4)ncnc32)c(C)c1 (stereo unspecified)
 : 2%	-2.3	9	1	18%	?	-3%	32	-18%
O=C(NCc1ccccc1)[C@@H]1CCCN1C(=O)[C@@H]1CCCN1C(=O)c1ccc(Cl)cc1Cl
 : -4%	-0.2	1	6	6%	18%	2%	-4	-4%
CCC(C)c1ccc(NC(=S)NCc2ccccc2OC)cc1 (stereo unspecified)
 : -13%	-5.2	-13	12	17%	?	7%	-20	?
COC(=O)C1=C(C(=O)OC)[C@@H]2Nc3ccccc3[C@@]23C[C@@H](C(=O)OC)N(C(=O)C2CCC2)C3=N1
 : -1%	0.3	-6	5	-3%	13%	9%	-10	1%
CC(C#N)(Nc1ccc(Cl)cc1)c1cccnc1 (stereo unspecified)
 : -19%	-2.2	-18	-3	-2%	-2%	4%	-61*	9%
Cc1ccc(CC(=O)N(Cc2nc(-c3ccc(C)cc3)no2)C(C)C)cc1
 : .	.	-10	.	0%	?	.	.	-4%
C=CCOc1ccc(C(=O)n2cc(C(=O)OC)c3ccccc32)cc1
 : 0%	-0.4	4	16	4%	1%	-6%	7	-1%
O=C1CC(SC(=S)C2CCCC2=O)C(=O)N1 (stereo unspecified)
 : 13µM*	-2.4	-14	-80*	-1%	-4%	35µM*	-15	8%
CN(C)CCCN1C(=O)c2oc3ccc(Cl)cc3c(=O)c2C1c1cccnc1 (stereo unspecified)
 : -5%	-0.7	1	0	-1%	0%	-4%	6	3%
O=C(Nc1cccc(NC(=O)c2ccco2)c1)c1ccccc1
 : -8%	1.2	17	0	13%	-3%	5%	-23	1%
O=C(O)CCc1c(C(=O)O)[nH]c2ccccc12
 : -6%	0.2	-9	2	-2%	0%	3%	11	2%
CCOC(=O)c1c(C)[nH]c(C(=O)OCC(=O)c2ccc3c(c2)NC(=O)CO3)c1C
 : -4%	-2.4	2	-15	-5%	5%	-1%	12	-12%
CCC(=O)Nc1sc2c(c1C#N)CCC2
 : ?	0.7	-6	-19	23%	-16%	1%	-6	1%
CC(C)c1ccccc1NC(=O)COC(=O)C1(C)CC1(Cl)Cl (stereo unspecified)
 : -11%	-0.5	6	5	-1%	?	-6%	-21	-14%
